Source: PubChem BioAssay (several laboratories)
Glyco luc inh = N-linked glycosylation inhibition; D54 ERlucT glycosylation luciferase reporter, 24 h; percent of 100 nM tunicamycin response; reporter increase, % at 12.5 µM; 360,000 compounds, 0.23% hits; AID 588692;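 active = mean luciferase reporter signal, scaled so untreated is 0 and the glycosylation-blocking control 100, at or above a set limit in every replicate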;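 also: luciferase carries N-glycosylation sites so blocking glycosylation raises the light; 0% = median of neutral control wells and 100% = median of 100 nM tunicamycin wells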
ABCB6 inh MLPCN = inhibitors of human ABC transporter ABCB6 | Q9NP58 | AID 602162 | fluorescence ratio to DMSO, % at 10 µM | K562-ABCB6 porphyrin accumulation, flow cytometry, 1 h; active compounds read low | 360,000 compounds, 0.19% hits;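 active = fluorescence ratio to DMSO below 75%, the collection mean minus 3 SD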;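 also: signal is porphyrin accumulated inside mitochondria; 100% equals median channel fluorescence of DMSO control wells; lower ratio means ABCB6 inhibition with less porphyrin fluorescence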
MC4R antag cAMP = blocks human MC4R cAMP signaling; P32245; MC4R-expressing cells, MTII-stimulated cAMP, LANCE TR-FRET; inhibition, % at 6.5 µM; 360,000 compounds, 0.48% hits; AID 540295;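 active = inhibition above its plate's cutoff, the mean of tested wells on that plate plus 3 SD, cut at about 29% in these data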;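 also: 0% = Melanotan II alone and 100% = Melanotan II plus saturating MCL0020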
Target sequence (P32245 whole entry, looked up): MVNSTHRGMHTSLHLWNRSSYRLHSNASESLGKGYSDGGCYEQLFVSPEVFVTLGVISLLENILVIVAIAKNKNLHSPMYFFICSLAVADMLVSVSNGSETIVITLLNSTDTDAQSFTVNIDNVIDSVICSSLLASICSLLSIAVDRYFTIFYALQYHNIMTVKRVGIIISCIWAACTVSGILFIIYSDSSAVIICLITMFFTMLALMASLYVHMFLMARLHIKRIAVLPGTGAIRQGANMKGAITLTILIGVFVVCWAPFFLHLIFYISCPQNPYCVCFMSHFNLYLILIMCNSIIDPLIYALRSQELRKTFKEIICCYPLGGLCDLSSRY
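Material: U2OS-MC4R stable cell line | Reagent: Melanotan II challenge after compound preincubation | Doses: One concentration, 6.5 µM nominal | Incubation: 30-min compound preincubation, 1-h Melanotan II challenge, 1-h detection, room temperature | Signal: TR-FRET cAMP assay | Replicates: One well per compound, no replicates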
CaV13 FRET inh = Disruptors of the CACNA1D IQ motif to Ca2+-dependent inactivation inhibitor domain association, primary screening, Förster resonance energy transfer in intact living …; HEK cells, CFP/YFP FRET ICDI-IQ, plate reader, 10 min; percent FRET-ratio fall versus neutral wells; inhibition, % at 12.3 µM; AID 743397; 340,000 compounds, 0.098% hits;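 active = mean replicate inhibition of at least 30% and at least 1% of replicates passing that level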;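 also: 0% = median of the neutral control wells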
MC4R ag barr = activates human MC4R beta-arrestin recruitment | P32245 | U2OS MC4R beta-arrestin complementation, luminescence; percent of melanotan II response, DMSO zero | activation, % at 8.9 µM | 360,000 compounds, 0.98% hits;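 active = activation above a per-plate cutoff, the mean activation of sample wells on that plate plus 3 SD, cut at about 8% in these data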
m5-HT2A agonist = agonists of mouse serotonin 5-HT2A receptor (HTR2A); P35363; CHO-K1 mHTR2A beta-arrestin complementation, luminescence; percent of 30 µM serotonin response; activation, % at 7.6 µM; 360,000 compounds, 0.66% hits;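 active = activation above a run cutoff, the mean activation of all tested compounds plus 3 SD, cut at about 14% in these data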;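 also: 0% = plate median of compound wells and 100% = 30 µM serotonin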
aDG glyco act = increases alpha dystroglycan glycosylation; AID 624168; Pro5-aDG cells, alpha-DG glycosylation AlphaScreen (IIH6); 0% Pro5, 100% B10-LARGE cell signal; 360,000 compounds, 0.22% hits; activation, % at 10 µM;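 active = activation of at least 8% versus controls, or a plate z-score of at least 8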;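 also: Pro5 are CHO cells carrying HIG-tagged alpha-DG that lacks glycosylation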
Cardio protect = protects H9c2 cardiomyocytes from peroxide injury; H2O2 injury protection, ATPLite, 2 h; protection from H2O2 cell death, % at 20 µM; 360,000 compounds, 0.63% hits; AID 588492;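 active = compounds giving at least 50% protection of heart cells from peroxide-induced death in the single-dose screen, raw or plate-pattern-corrected value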;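 also: 0% = DMSO wells with peroxide and 100% = DMSO wells without peroxide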
Vif inh = inhibitors of HIV Vif | HEK293T cells, Vif self-association by quenched fluorescence, imaging, 24 h | inhibition, % at 7.49 µM | 340,000 compounds, 0.35% hits; in the data active = inhibition above about 50%, passing the limit was not always enough; also: some results filed as inactive read as strong as hits
PDI inh = blocks human protein disulfide isomerase activity; P07237; PDI insulin aggregation turbidity, A650, 90 min; inhibition, % at 10 µM; 350,000 compounds, 0.052% hits; AID 588391;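 active = mean inhibition across replicates of 30% or more, whatever share of single replicates reach that level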;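 also: absorbance from insulin aggregation driven by PDI reduction with DTT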
Target sequence (P07237 whole entry, looked up): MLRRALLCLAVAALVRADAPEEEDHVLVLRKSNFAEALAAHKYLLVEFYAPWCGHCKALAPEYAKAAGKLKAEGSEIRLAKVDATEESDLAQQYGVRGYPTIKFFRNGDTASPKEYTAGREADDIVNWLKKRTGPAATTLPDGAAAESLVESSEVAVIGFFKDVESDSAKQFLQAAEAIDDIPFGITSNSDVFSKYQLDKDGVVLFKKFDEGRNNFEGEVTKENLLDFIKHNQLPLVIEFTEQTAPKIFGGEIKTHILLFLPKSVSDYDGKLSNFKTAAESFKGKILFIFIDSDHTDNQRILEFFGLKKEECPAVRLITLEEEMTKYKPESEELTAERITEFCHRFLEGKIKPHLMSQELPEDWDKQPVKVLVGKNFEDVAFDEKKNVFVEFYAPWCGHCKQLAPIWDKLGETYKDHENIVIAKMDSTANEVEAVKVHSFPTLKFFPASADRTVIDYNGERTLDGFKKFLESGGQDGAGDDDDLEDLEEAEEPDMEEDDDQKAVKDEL
* marks the source's active call; other numbers are inactive results; nt = no result given.

Values run as follows: Vif inh	Glyco luc inh	m5-HT2A agonist	ABCB6 inh MLPCN	MC4R antag cAMP	MC4R ag barr	CaV13 FRET inh	PDI inh	Cardio protect	aDG glyco act
1. NC1CCN(c2c(F)cc3c(=O)c(C(=O)O)cn(C4CC4)c3c2Cl)C1 (stereo unspecified)
→ 0	-1	3	101	-6	2.4	-5	-2	1	0.0
2. CCc1ccc(/C=N/NC(=O)c2nnn(-c3nonc3N)c2CN2CCc3ccccc32)cc1
→ 14	-1	-3	105	11	1.7	-4	-7	-2	-0.1
3. O=C(Nc1c(C(=O)N2CCOCC2)cnn1-c1ccccc1)c1cccc(F)c1
→ 4	0	2	101	15	-2.8	-5	-1	2	0.1
4. CCc1ccc(NC(=O)C2CC=CCC2C(=O)O)cc1 (stereo unspecified)
→ -5	2	3	100	0	1.6	-5	3	-2	0.0
5. COc1ccc(C(=O)Nc2ccc3oc(-c4cccc(Cl)c4)cc(=O)c3c2O)cc1
→ -13	-2	4	95	9	3.4	-6	-2	1	0.2
6. COc1ccc(NC(=O)C2Cc3c(-c4cccc(C(N)=O)c4)ccnc3O2)cn1 (stereo unspecified)
→ 0	14	6	77	-7	-1.1	-5	-7	36	-0.3
7. C=CCOc1ccc(/C=C/C(=O)OCC(=O)NCCc2ccccc2)cc1
→ 5	-1	8	99	1	-0.2	-5	-5	-10	0.5
8. CCc1nnc(NC(=O)CN2CCN(Cc3cccc(Cl)c3)CC2)s1
→ -2	-1	6	100	-2	0.0	-3	-2	9	0.0
9. CCSC1(SCC)N=C(N)C2(C#N)C(c3ccccc3)NC(C)=CC12C#N (stereo unspecified)
→ -7	1	0	94	0	0.4	nt	-5	7	-0.2
10. COC(=O)[C@H](CC(C)C)NC(=O)N1CCC(C)CC1
→ 2	2	-4	101	33*	-1.0	-4	-1	-1	-0.1
11. O=C(CCc1nc(-c2ccccc2F)no1)NC1CCCCC1
→ -10	3	1	98	2	0.0	nt	-5	-5	0.0
12. O=C(Nc1ccc(Cl)cc1)N1CCSC1=NCc1ccccc1
→ 14	1	0	99	0	0.3	-4	-5	3	-0.2
13. Cc1ccc(-c2cn3cccnc3n2)cc1NC(=O)c1cccs1
→ -3	0	5	95	30*	1.7	-18	-12	20	-0.4
14. CC(C)(C)c1ccc(C(=O)NC(=S)N2CCOCC2)cc1
→ 8	-3	4	96	2	-1.7	-6	-1	-4	-0.1
15. CC(=O)C1=C(O)C(=O)N(c2ccc(Br)cc2)C1c1ccccc1[N+](=O)[O-] (stereo unspecified)
→ -1	2	-7	100	-1	-1.7	-5	4	-10	0.0
16. O=C(NNC(=O)c1csc(N2CCOCC2)n1)c1ccc(=O)[nH]c1
→ 5	0	-5	93	5	-0.1	-5	-6	6	-0.2
17. Cc1ccc(CN2CCN(Cc3cn(C(C)C)c4ccccc34)CC2CCO)o1 (stereo unspecified)
→ -2	-2	-2	95	2	-0.2	-7	6	-2	0.2
18. COc1cccc(NS(=O)(=O)NC(=O)c2cn(C)c3ccccc23)c1
→ 6	1	-6	108	6	-0.8	-3	-7	4	0.1
19. COc1cccc(CNC(=O)c2ccc(NC3=NC4CS(=O)(=O)CC4S3)cc2)c1 (stereo unspecified)
→ 38	0	5	101	6	-3.1	-14	-1	2	0.0
20. COC(=O)c1nc2cc3c(cc2c(C)c1C(=O)OC)OCO3
→ 0	9	-3	97	13	-0.2	-4	0	2	0.1
21. CC1(C)CC(=O)C2=C(C1)NCN(CCCN1CCOCC1)C2
→ 4	3	3	95	3	-1.1	-5	7	3	0.1
22. Cc1cc2nnc(SCC(=O)N3C(C)CCCC3C)n2c(N)n1 (stereo unspecified)
→ 4	0	-1	109	-3	-1.0	-4	-8	-4	0.0
23. CN1CCN(CC(=O)Nc2cc(N(C)C)nc3ccccc23)CC1
→ 0	44*	-1	99	7	1.1	3	-3	15	1.1
24. O=C(O)c1c(NC(=O)N2CCCC2)sc2c1CCCC2
→ -13	1	0	95	3	1.2	-20	0	4	0.1
25. O=[N+]([O-])c1cccc(-c2ccc(/C=N/NC(=S)Nc3ccccc3)o2)c1
→ 3	1	1	119	14	-0.2	-5	-1	14	-0.5
26. COc1c(C(CC(C)C)OC(C)=O)ccc2c1C(=O)OCc1cc(C)cc(O)c1O2 (stereo unspecified)
→ -50	-5	5	97	7	8.6*	nt	nt	-10	0.1
27. CC(C)c1nc(SCC(=O)Nc2ccc(N3CCOCC3)cc2)c2ccccc2n1
→ 4	1	-1	87	-2	-0.8	-5	-3	6	0.4
28. CC1CCN(CCc2nc3cc(NS(=O)(=O)c4ccc(F)cc4)ccc3n2C)CC1
→ 0	-10	-3	94	4	-2.3	-5	21	-1	-0.2
29. CCOC(=O)c1ccc(NC(=O)CSc2nnnn2C2CCCCC2)cc1
→ 14	3	1	99	12	-2.4	nt	-2	-9	-0.1
30. CC1CCCCN1S(=O)(=O)CCNC(=O)c1ccccc1 (stereo unspecified)
→ -1	5	3	102	-3	-2.5	-5	-9	0	1.4
31. CC(Cc1ccccc1)C(=O)N[C@@H](CO)Cc1ccccc1 (stereo partly specified)
→ 0	0	2	94	0	-0.6	-8	-7	0	0.1
32. C=CCONC(=O)c1cc(OCC(F)(F)F)ccc1OCC(F)(F)F
→ 7	1	-1	88	-3	-1.6	-7	6	2	0.2
33. O=C(COC(=O)c1ccc(Br)o1)NCc1ccc(F)cc1
→ 35	-1	1	97	-5	-0.2	-2	-9	7	0.0
34. N#Cc1nc(COc2cccc(Cl)c2)oc1NCCN1CCOCC1
→ 8	0	0	96	7	-0.2	-5	16	-2	0.2
35. Cc1ccc([N+](=O)[O-])cc1N=C(c1ccc([N+](=O)[O-])cc1)N1CCOCC1
→ -1	-2	-3	100	0	-1.9	-5	4	-1	0.1
36. COc1cccc(NC(=S)Nc2ccc(Br)cc2Cl)c1
→ -3	1	-3	98	7	-2.6	-4	9	2	0.1
37. O=C(NN1C(=O)c2ccccc2NC1c1ccco1)c1ccccc1 (stereo unspecified)
→ 2	1	2	97	4	2.2	-7	2	1	0.1
38. Cc1ccc(S(N)(=O)=O)cc1NC(=O)/C=C/c1cccs1
→ -9	1	2	101	9	-1.1	-8	-10	7	-0.2
39. CCCn1c(=O)c2ccccc2n2c(SCCOc3ccc(Cl)cc3)nnc12
→ 1	1	3	101	-2	-0.1	-9	-2	-3	0.3
40. Cc1ccc(N2C(=O)c3ccccc3C2=O)cc1Cl
→ -13	-1	0	101	1	5.9	0	18	-7	-0.3
41. Cc1ccc2[nH]cc(CCNC(=O)c3ccc([N+](=O)[O-])cc3)c2c1
→ 5	-1	-5	93	-1	-2.0	-19	7	1	0.3
42. C=CCNC(=O)CSc1nnc(-c2cccc(S(=O)(=O)N3CCOCC3)c2)o1
→ 3	1	1	98	13	1.8	-6	-12	-8	0.1
43. O=Cc1ccccc1-c1cn(CCCOCc2ccccc2)nn1
→ 5	1	1	93	-4	-0.4	-5	-2	11	-0.3
44. O=C(CCc1nc2sc3c(c2c(=O)[nH]1)CCCC3)NCCc1ccc(F)cc1
→ -1	3	-3	98	7	0.2	-10	-3	4	0.0
45. O=C(CC1SC(=O)N(c2ccccc2)C1=O)Nc1cccc2ccccc12 (stereo unspecified)
→ nt	-3	1	99	14	-0.9	-1	0	-4	0.1
46. CCOC(=O)N1CCN(C(=O)COC(=O)c2cc(Cl)c(O)c(Cl)c2)CC1
→ 2	2	5	102	4	-0.7	-6	5	9	0.0
47. O=C(CN(c1ccc(F)cc1)S(=O)(=O)c1ccccc1)NCc1ccco1
→ 6	0	0	102	9	-0.8	-2	-6	14	-0.3
48. COC(=O)C1CSC(C(=O)OC)N1C(=O)CN1CCN(c2ccc(OC)cc2)CC1 (stereo unspecified)
→ 4	0	-2	119	7	-0.9	-2	12	4	0.1
49. C/C(CC(=O)Nc1ccc(C)c(Cl)c1)=N\NC(=O)Cc1ccccc1
→ -4	-2	-3	102	4	3.7	-3	-10	0	0.0
50. CC1CC(C)(C)n2c(O)c(N=NC(N)=S)c3cccc1c32 (stereo unspecified)
→ 1	0	0	97	2	-1.5	5	2	-1	0.0
51. O=C1C2C3C=CC(CO)(O3)C2C(=O)N1c1ccccc1-c1ccccc1 (stereo unspecified)
→ -8	-10	-2	94	-3	-3.1	nt	5	-21	-0.4
52. Cc1ccc(C(=O)NCC(c2ccco2)N2CCc3ccccc3C2)cc1C (stereo unspecified)
→ 0	-2	-7	92	14	0.0	-3	-3	-3	-0.2
53. O=C(O)c1cccnc1SCc1ccccc1Cl
→ -11	0	1	136	5	-0.7	9	-1	1	-0.4
54. COc1cc(OC)c(/C=N/NC(=O)Cn2nc([N+](=O)[O-])cc2C)c(OC)c1
→ 1	1	3	94	12	-0.2	-4	1	6	-0.1
55. CCCCCCOc1cccc(N)c1
→ -7	1	-2	100	9	0.1	-4	0	-8	0.1
56. Cc1cc(C(=O)CCC(=O)N(C)CC(=O)Nc2c(Cl)cccc2Cl)c(C)s1
→ 9	1	-7	100	10	-4.7	-7	-1	-1	-0.1

An excerpt of these results, as labelled records.
42) C=CCNC(=O)CSc1nnc(-c2cccc(S(=O)(=O)N3CCOCC3)c2)o1
  Vif inh = 3
  Glyco luc inh = 1
  m5-HT2A agonist = 1
  ABCB6 inh MLPCN = 98
  MC4R antag cAMP = 13
  MC4R ag barr = 1.8
  CaV13 FRET inh = -6
  PDI inh = -12
  Cardio protect = -8
  aDG glyco act = 0.1

55) CCCCCCOc1cccc(N)c1
  Vif inh = -7
  Glyco luc inh = 1
  m5-HT2A agonist = -2
  ABCB6 inh MLPCN = 100
  MC4R antag cAMP = 9
  MC4R ag barr = 0.1
  CaV13 FRET inh = -4
  PDI inh = 0
  Cardio protect = -8
  aDG glyco act = 0.1
